TGFb SMAD3 inh – inhibitors of TGF-b signaling; HepG2 CAGA-GFP TGF-b/SMAD3 reporter, GFP fluorescence, 18 h; TGF-beta stimulated, 500 pg/mL final; Potency, µM (titrated, usually from 46.1 µM), for the others: at the highest dose activity, negative = inhibition, actives largely listed as inhibitors; hit rate 1.2% among 410,000; AID 588855; also: potency is read from the fitted curve at half-maximal effect; % is scaled to controls: 0 for no effect and ±100 for the full control effect; nearly all actives have a fitted effect of over 65% in size
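HEPG2 CAGA-GFP reporter cells (1000/well, DMEM with 1% FBS) received compounds, then recombinant TGF-beta at 500 pg/mL final for 18 hours at 37 degrees C. Per-cell GFP summed per well was normalised to unstimulated and stimulated DMSO controls before curve fitting.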
EPAC2 antag – EPAC2 (human) antagonism; Q8WZA2; EPAC2 GEF exchange of Rap1B-BODIPY-GDP, fluorescence; Potency, µM (highest dose often 114 µM), inactives show at the top dose activity, negative = inhibition, most hits filed as inhibitors; hit rate 0.18% among 360,000; also: potency is read from the fitted curve at half-maximal effect; % is scaled to controls: 0 for no effect and ±100 for the full control effect; nearly all actives have a fitted effect of over 45% in size; many of its hits are not listed in these tables
Target sequence (Q8WZA2 whole entry, looked up): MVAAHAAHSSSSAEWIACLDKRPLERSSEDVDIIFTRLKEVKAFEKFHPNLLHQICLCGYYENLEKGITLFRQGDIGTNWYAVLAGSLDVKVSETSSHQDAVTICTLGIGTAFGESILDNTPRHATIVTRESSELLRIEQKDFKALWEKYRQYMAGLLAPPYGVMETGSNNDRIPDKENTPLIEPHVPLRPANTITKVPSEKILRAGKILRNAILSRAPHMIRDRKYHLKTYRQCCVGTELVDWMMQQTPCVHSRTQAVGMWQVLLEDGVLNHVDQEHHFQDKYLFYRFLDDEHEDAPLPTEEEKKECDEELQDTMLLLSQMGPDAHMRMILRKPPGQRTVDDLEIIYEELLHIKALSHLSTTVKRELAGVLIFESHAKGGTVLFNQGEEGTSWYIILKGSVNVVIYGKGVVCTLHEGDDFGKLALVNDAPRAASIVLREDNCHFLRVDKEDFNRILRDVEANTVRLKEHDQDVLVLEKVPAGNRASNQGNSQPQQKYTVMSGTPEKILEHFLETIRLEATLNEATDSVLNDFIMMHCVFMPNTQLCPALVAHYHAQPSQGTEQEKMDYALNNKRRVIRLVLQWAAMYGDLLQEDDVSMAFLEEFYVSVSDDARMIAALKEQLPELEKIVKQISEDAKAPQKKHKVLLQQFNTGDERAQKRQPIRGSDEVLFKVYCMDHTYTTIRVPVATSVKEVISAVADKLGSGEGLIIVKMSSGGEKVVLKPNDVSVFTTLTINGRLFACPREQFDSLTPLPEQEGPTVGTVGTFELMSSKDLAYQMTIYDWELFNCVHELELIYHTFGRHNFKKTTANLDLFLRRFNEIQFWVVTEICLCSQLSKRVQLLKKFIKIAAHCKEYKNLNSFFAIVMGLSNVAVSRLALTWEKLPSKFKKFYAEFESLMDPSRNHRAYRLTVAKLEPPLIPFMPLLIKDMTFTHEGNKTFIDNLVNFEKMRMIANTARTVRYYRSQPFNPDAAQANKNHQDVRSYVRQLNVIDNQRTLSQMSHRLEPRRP
Mm-Cpn inhibitor – inhibitors of Methanococcus maripaludis chaperonin (MmCpn); purified Mm-Cpn ATPase, ADP Transcreener TR-FRET; Potency, µM (series often up to 76.9 µM), for inactives: top-dose activity, negative = inhibition, actives largely listed as inhibitors; hit rate 0.031% among 330,000; AID 504842; also: potency is read from the fitted curve at half-maximal effect; % is scaled to controls: 0 for no effect and ±100 for the full control effect; nearly all actives have a fitted effect of over 80% in size
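Purified archaeal Mm-CPN (25nM final) preincubated 10 min at 37degC with compound, then 10uM ATP for 30 min at 37degC; ADP measured by HTRF Transcreener TR-FRET; buffer 30 mM TRIS pH 7.4, 100mM KCl, 5mM MgCl2, 1mM DTT.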
Nrf2 ARE act – activators of Nrf2 (ARE) signaling. AREc32 ARE-luciferase reporter (MCF7-derived line), luminescence, 24 h. Potency, µM (doses to about 46.1 µM), for the others: at the highest dose activation, usual class: activators. hit rate 0.31% among 410,000; also: potency is read from the fitted curve at half-maximal effect; % of control where 0% means no effect; nearly all actives have a fitted effect of over 65% in size
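AREc32 cells carrying an ARE-driven firefly luciferase reporter were seeded at 1000 cells/well in OPTI-MEM with 5% FBS, then exposed to compound for 24 hr at 37 deg C. Luminescence was read with Steady-Glo after 30 min at RT.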
EPAC2 agonist – activates human EPAC2 exchange factor; Q8WZA2; EPAC2 activation, biochemical qHTS; response scale: 100% = 6.5 mM cAMP response; Potency, µM (highest dose often 154 µM), for inactives: at the top dose activation, usual class: activators; hit rate 0.079% among 360,000; also: potency is read from the fitted curve at half-maximal effect; nearly all actives have a fitted effect of over 50% in size
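Each well held 100 nM EPAC2, 250 nM RAP1B-BODIPY-GDP and 50 uM GDP. Fluorescence, read at 5-min intervals to 30 min, was referenced to a 6.5 mM cAMP positive control.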
Nrf2 inh – Nrf2 pathway inhibition | hit rate 2.1% among 360,000 | AID 504444 | A549 ARE-Fluc reporter, luciferase luminescence, 18-24 h | Potency, µM (top dose mostly 46 µM), inactives show at the top dose activity change, negative = inhibition, most hits filed as inhibitors; also: potency is read from the fitted curve at half-maximal effect; % is scaled to controls: 0 for no effect and ±100 for the full control effect; nearly all actives have a fitted effect of over 60% in size
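Concentration-response testing used A549 ARE_Fluc cells at 5000 cells/well. Following an 18-24 h compound incubation, viability was read by fluorescence (Ex 405/Em 525) and luciferase output by luminescence.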
A549 viability – counter-screen for Nrf2 inhibitors: cytotoxicity in A549 cells; A549 ARE-Fluc cells, CellTiter-Fluor viability, 18-24 h; Potency, µM (titrated, usually from 46 µM), for inactives: at the top dose activity change, negative = cytotoxicity, hits mostly inhibitors; AID 504648; hit rate 0.16% among 390,000; also: potency is read from the fitted curve at half-maximal effect; % is scaled to controls: 0 for no effect and ±100 for the full control effect
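Cytotoxicity counterscreen: CellTiter-Fluor fluorescence was measured in A549 ARE_Fluc cells after 18-24 h of compound exposure in a concentration series. The subsequent BugLite luminescent read reports ARE-luciferase activity.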
CCT modulator – modulators of cytosolic chaperonin (CCT/TRiC) activity | purified chaperonin ATPase assay, HTRF ADP detection, 30 min | activity change, % (concentration not given with the values), hits read low | hit rate 0.3% among 360,000; in the data active = activity change below about -30%; also: % is scaled to controls: 0 for no effect and ±100 for the full control effect
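TRiC at 40 or 20 nM final (batch-dependent) in 30 mM Tris pH 7.4, 100 mM KCl, 5 mM MgCl2, 1 mM DTT, with compound at single 76 uM and 10 uM ATP, 30 min at 37 deg C. ADP detected by HTRF Transcreener, 665/615 ratio.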
pAkt inh – blocks phosphorylation of Akt | Neuro2A IGF-stimulated pAkt S473 HTRF, 20 min; active compounds read low | activity change, % for hits at 50 µM | hit rate 0.32% among 360,000 | AID 651550; in the data active = activity change below about -80%; inconclusive = mostly about -51% to -80%; also: % is scaled to controls: 0 for no effect and ±100 for the full control effect
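Single-point screen (50 µM final compound) in Neuro2A cells stimulated 20 min with 6 nM IGF at 37 deg C. After lysis, Ser473-phosphorylated Akt read by HTRF (ex 330 nm, em 615/665 nm) as the 665/615 ratio.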
* hit, by the source's call; i = inactive; ? = inconclusive; / = not tested or not shown; [ ] = remark or other dose. Unless noted, calls follow the shape of the dose curve; as a rule, active = well fitted curve in the direction sought with a large enough effect; inconclusive = small, poorly fitted or top-dose-only effect, or another doubt; inactive = no such curve, though single readings can be large; an effect the other way counts as inactive or inconclusive.

Structure	TGFb SMAD3 inh	EPAC2 antag	Mm-Cpn inhibitor	Nrf2 ARE act	EPAC2 agonist	Nrf2 inh	A549 viability	CCT modulator	pAkt inh
CC(Sc1nnc(COc2ccc(Cl)cc2)n1Cc1ccccc1)C(=O)O (configuration not stated)	0%	13%	-6%	-0.6%	-8%	5%	0%	-3.3	i
N/C(=N\OC(=O)COc1ccccc1Cl)c1ccc(Cl)cc1	22%	-3%	1%	3.9%	4%	?	-2%	1.2	i
Cc1nn(C(C)C(=O)N2CCN(c3ccc(F)cc3)CC2)c(=O)c2c1sc1ccccc12 (configuration not stated)	20%	/	/	-0.6%	/	?	-13%	/	/
CCc1ccc(NC(=O)CN(c2ccc(C)cc2)S(=O)(=O)c2cccs2)cc1	7%	/	/	-0.5%	/	2%	6%	/	/
Cc1cc(NC(=O)CCCN2C(=O)c3cccnc3C2=O)no1	19%	-1%	1%	-0.7%	11%	1%	1%	0.9	i
Cc1cccc(NC(=O)CSCC(=O)Nc2cccc(S(=O)(=O)N3CCCCCC3)c2)c1	0%	-7%	2%	2.2%	15%	?	-7%	2.0	i
COc1ccc2nc(C3CCCCC3)c3c(c2c1)CCC3	?	?	/	-0.1%	11%	12%	8%	-0.1	i
Cc1cccc(C2c3[nH]c4ccccc4c3CCN2C(=O)c2cc(CC(C)C)nc(C)n2)n1 (configuration not stated)	-2%	-18%	1%	-0.4%[9.22 µM]	1%	11%	-1%	-6.5	i
Cc1c(NC(=O)c2cccc(NC(=O)Cc3ccccc3Cl)c2)c(=O)n(-c2ccccc2)n1C	-17%	-5%	/	-0.9%	6%	/	/	-1.5	i
Cc1nn(Cc2ccc(Cl)cc2)c(=O)n1N(C)c1ncc(C(F)(F)F)cc1Cl	0%	-4%	3%	2.3%	13%	-23%	-2%	-0.3	i

Ordered by value in Mm-Cpn inhibitor (rising): 4 of the compounds above.
Structure	Mm-Cpn inhibitor
CC(Sc1nnc(COc2ccc(Cl)cc2)n1Cc1ccccc1)C(=O)O (configuration not stated)	-6%
Cc1cccc(C2c3[nH]c4ccccc4c3CCN2C(=O)c2cc(CC(C)C)nc(C)n2)n1 (configuration not stated)	1%
Cc1cccc(NC(=O)CSCC(=O)Nc2cccc(S(=O)(=O)N3CCCCCC3)c2)c1	2%
Cc1nn(Cc2ccc(Cl)cc2)c(=O)n1N(C)c1ncc(C(F)(F)F)cc1Cl	3%

Full records as entered above. Order of values: TGFb SMAD3 inh | EPAC2 antag | Mm-Cpn inhibitor | Nrf2 ARE act | EPAC2 agonist | Nrf2 inh | A549 viability | CCT modulator | pAkt inh
Cc1cc(NC(=O)CCCN2C(=O)c3cccnc3C2=O)no1 as listed: 19% | -1% | 1% | -0.7% | 11% | 1% | 1% | 0.9 | i
N/C(=N\OC(=O)COc1ccccc1Cl)c1ccc(Cl)cc1 as listed: 22% | -3% | 1% | 3.9% | 4% | ? | -2% | 1.2 | i
CCc1ccc(NC(=O)CN(c2ccc(C)cc2)S(=O)(=O)c2cccs2)cc1 as listed: 7% | / | / | -0.5% | / | 2% | 6% | / | /

Continued.
Structure	TGFb SMAD3 inh	EPAC2 antag	Mm-Cpn inhibitor	Nrf2 ARE act	EPAC2 agonist	Nrf2 inh	A549 viability	CCT modulator	pAkt inh
CCOC(=O)c1ccc(NC(=O)CCN2C(=O)C3CC=CCC3C2=O)cc1 (configuration not stated)	-13%	14%	0%	0.2%	-4%	10%	5%	-1.8	i
CCOC(=O)CCCNC(=O)COC(=O)/C=C/c1ccc2c(c1)OCO2	9%	2%	0%	0.4%	7%	8%	-2%	-3.3	i
CCOc1ccccc1NC(=O)Cn1c(=O)n(Cc2cccs2)c(=O)c2cccnc21	1%	/	/	-0.8%	/	10%	1%	/	/
COc1ccc2[nH]c3c(c2c1)CCn1c-3nc2ccccc2c1=O	4%	-4%	-1%	0.7%	3%	?	1%	-0.4	i
O=C(O)c1ccc(Cl)c(S(=O)(=O)NC(Cc2ccccc2)C(=O)O)c1 (configuration not stated)	1%	1%	0%	1.7%	4%	?	-1%	-1.0	i
CC(=O)NN1C(=O)c2ccccc2NC1c1ccoc1 (configuration not stated)	-2%	0%	-3%	-0.7%	2%	-5%	-1%	0.1	i
CC1c2nc3ccccc3n2C(CC(=O)NCc2ccccn2)C(=O)N1Cc1ccccc1 (configuration not stated)	-20%	-3%	1%	-0.6%	7%	6%	-8%	-1.2	i
C/C(=N\NC(=O)c1ccc(Br)cc1)c1ccccc1	-28%	10%	1%	4.0%	9%	?	-2%	3.3	-111%*
O=C(Oc1ccc(N2C(=O)CCC2=O)cc1)c1ccccc1	-6%	-6%	0%	1.8%	4%	-15%	-1%	0.4	i
Nc1ccc(S(=O)(=O)NCc2ccccn2)cc1	2%	0%	-2%	-0.9%	0%	29%	9%	-3.7	i
CS(=O)(=O)c1ccc(Cl)c(NC(=O)COC(=O)c2c(Cl)cccc2Cl)c1	3%	-3%	?	2.2%	14%	-15%	-1%	-3.0	i
COC(=O)c1cc(CNC(=O)c2ccc(S(=O)(=O)N(C)c3ccccc3)cc2)ccc1OC	0%	-3%	-1%	0.3%	7%	-14%	14%	-0.9	i
Cc1cccc(NC(=O)CNC(=O)c2ccco2)n1	-13%	-7%	1%	-0.2%	0%	13%	-3%	2.3	i
CCCCSc1nc2c(c(=O)[nH]1)CCC2	-5%	7%	-18%	3.1%	3%	-5%	4%	-0.9	i
CC(=O)Nc1ccc(NC(=O)N2CCOCC2)cc1	1%	7%	/	-0.4%	2%	/	/	3.0	i
COc1ccc(C(=O)N/N=C(/C)c2cccc(NC(=O)c3ccncc3)c2)cc1OC	-4%	1%	2%	2.6%	4%	-3%	3%	0.1	i
Cc1nn(-c2ccccc2)c(C)c1NC(=O)COC(=O)c1ccccc1OC(F)F	3%	4%	1%	0.3%	7%	-5%	4%	1.3	i
COc1cc(NS(=O)(=O)c2ccc(NC(=O)c3cccc(F)c3)cc2)nc(OC)n1	-9%	/	/	2.7%	/	-4%	?	/	/
Cc1cc(C)nc(N2CCCC(C(=O)NCc3cccc(C(F)(F)F)c3)C2)n1 (configuration not stated)	12%	0%	1%	0.2%	2%	13%	?	0.6	i
Cn1nc(C(=O)Nc2cccnc2)c2ccccc2c1=O	27%	-9%	1%	3.8%	-7%	?	-9%	-0.8	i
CCn1c(COc2c(C)cccc2C)nnc1SCC(=O)N1CCN(c2ccccc2)CC1	?	-16%	0%	2.8%	8%	18µM*	?	-1.6	i
Cc1cc(C(=O)OCC(=O)Nc2ccc(F)c(F)c2F)c(C)o1	0%	-15%	2%	0.2%	-9%	?	1%	-3.1	i
COCCCN1CC(=O)N2C(c3ccccc3)c3[nH]c4ccccc4c3C[C@H]2C1=O (some centres not stated)	-18%	-2%	0%	-1.0%	11%	7%	3%	0.5	i
CN(C(=O)COC(=O)CSc1ccccc1)c1c(N)n(Cc2ccccc2)c(=O)[nH]c1=O	-1%	-8%	/	0.2%	4%	/	/	-0.4	i
O=C(COc1ccc(Cl)cc1)NCc1nnc(SCC(=O)NC2CCCCC2)o1	0%	3%	0%	0.2%	-2%	7%	1%	-1.7	i
COc1ccc(C(=O)Oc2coc(CSc3nnc(NC(=O)c4cccs4)s3)cc2=O)cc1	1%	0%	-2%	1.4%	-12%	?	9%	-0.2	i
CC1=C(C(=O)N2CCOCC2)CC(CC(=O)NCCN2CCOCC2)C(=O)N1CCC1=CCCCC1 (configuration not stated)	8%	7%	/	-1.0%	4%	/	/	-0.8	i
COC(=O)c1ccc(-n2c(C)cc(C(=O)COC(=O)CNS(=O)(=O)c3ccc(C)cc3)c2C)cc1	-4%	-2%	-3%	-0.4%	15%	-10%	-4%	-3.2	i
COc1cccc(-c2cc(C(=O)Nc3cc(C)on3)no2)c1	2%	18%	2%	0.0%	6%	/	11%	2.7	i
COc1ccccc1-c1noc(-c2ccc(NCCc3ccccc3)c([N+](=O)[O-])c2)n1	-11%	/	/	5.7%	/	22%	-2%	/	/
N#Cc1nccnc1S(=O)(=O)c1cccs1	?	-2%	-2%	?	4%	-13%	1%	-0.3	i
Cc1ccc(-c2cc(-c3ccccc3)nc(NN)n2)cc1	-15%	-4%	-3%	-0.2%[9.22 µM]	9%	?	4%	-0.4	i
O=C(NCCc1c[nH]c2ccccc12)C(=O)NCC1OCCN1S(=O)(=O)c1ccc(F)cc1 (configuration not stated)	7%	-14%	-1%	0.0%	3%	-24%	1%	-1.4	i
Cc1cc(NCc2ccccc2Cl)n2cnnc2n1	?	/	/	-0.6%	/	?	-9%	/	/
CCCc1n[nH]c2c1C(=O)C(C(=O)OC)C(C)(C)C2 (configuration not stated)	-7%	6%	0%	0.0%	-3%	0%	-4%	0.6	i
COC(=O)c1sc2ncn(N)c(=O)c2c1C	-22%	1%	-1%	-2.1%	2%	11%	-1%	-0.1	i
COC(=O)c1[nH]c2cc(OC)ccc2c1NC(=O)CCN1CCCCC1	26%	-2%	-1%	-0.8%	8%	/	4%	-0.4	i
CC(C)n1c(-c2cccs2)nc2ccccc21	-6%	-8%	-10%	2.2%	4%	?	-20%	-2.7	i
COC(=O)[C@@H]1C[C@@H](C(=O)O)[C@H](C)C1(C)C	1%	0%	1%	-0.5%	10%	0%	-5%	1.0	i
CC(C)(C)SCCNS(=O)(=O)c1ccc2ccccc2c1	-55%	?	3%	-0.4%	17%	-14%	-1%	-3.6	i

Source: PubChem

Some of the compounds tested; rates above refer to the full screens.
